Nrf2 block: Nrf2 qHTS screen for inhibitors | A549 ARE-Fluc reporter, luciferase luminescence, 18-24 h | Potency, µM (titrated, usually from 46 µM), for the others: at the highest dose activity change, negative = inhibition, usual class: inhibitors | actives 2.1% (n = 360,000); note: potency is the fitted concentration of half-maximal effect; % is set by controls: 0 for no effect and ±100 for the full control effect; nearly all actives have a fitted effect of over 60% in size
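Nrf2 function is reported as luminescence of an ARE-controlled luciferase in A549 cells. Compounds were tested at several concentrations, and a CellTiter-Fluor read on the same wells flagged cytotoxicity.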
A549 viability: Nrf2 qHTS screen for inhibitors: counterscreen for cytotoxicity. A549 ARE-Fluc cells, CellTiter-Fluor viability, 18-24 h. Potency, µM (series often up to 46 µM), for inactives: at the top dose activity change, negative = cytotoxicity, usual class: inhibitors. actives 0.16% (n = 390,000); note: potency is the fitted concentration of half-maximal effect; % is set by controls: 0 for no effect and ±100 for the full control effect
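A549 ARE_Fluc cells in 5% FBS OPTI-MEM were exposed to compounds in concentration-response for 18-24 h at 37 deg C. Viability was read by CellTiter-Fluor fluorescence (Ex 405/Em 525) after 30 min, before the luciferase read.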
TGFb inhibitor: qHTS for Inhibitors of TGF-b. HepG2 CAGA-GFP TGF-b/SMAD3 reporter, GFP fluorescence, 18 h; TGF-beta stimulated, 500 pg/mL final. Potency, µM (doses to about 46.1 µM), inactives show at the top dose activity, negative = inhibition, hits mostly inhibitors. actives 1.2% (n = 410,000); note: potency is the fitted concentration of half-maximal effect; % is set by controls: 0 for no effect and ±100 for the full control effect; nearly all actives have a fitted effect of over 65% in size
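GFP signal (ex488/em500-530) from TGF-beta-stimulated HEPG2 CAGA-GFP cells, 500 pg/mL final, 18 h at 37 degrees C in DMEM plus 1% FBS, normalized to unstimulated and DMSO-stimulated controls.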
Nrf2 activator: qHTS of Nrf2 Activators; actives 0.31% (n = 410,000); AREc32 ARE-luciferase reporter (MCF7-derived line), luminescence, 24 h; Potency, µM (highest dose often 46.1 µM), for inactives: top-dose activation, hits mostly activators; AID 624171, 2012; note: potency is the fitted concentration of half-maximal effect; % of control where 0% means no effect; nearly all actives have a fitted effect of over 65% in size
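Steps: seed AREc32_Fluc cells (1000/well, 5% FBS OPTI-MEM); incubate overnight at 37 deg C; add 23 nL compound; incubate 24 hr; add Steady-Glo; hold 30 min RT; read luminescence.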
EPAC2 antag: qHTS for Antagonist of cAMP-regulated guanine nucleotide exchange factor 2 (EPAC2): primary screen; EPAC2 GEF exchange of Rap1B-BODIPY-GDP, fluorescence; Rap guanine nucleotide exchange factor 4 (Homo sapiens), Q8WZA2; Potency, µM (series often up to 114 µM), without a hit: at the highest dose activity, negative = inhibition, most hits filed as inhibitors; actives 0.18% (n = 360,000); note: potency is the fitted concentration of half-maximal effect; % is set by controls: 0 for no effect and ±100 for the full control effect; nearly all actives have a fitted effect of over 45% in size; many of its hits are not listed in these tables
Target sequence (Q8WZA2 whole entry, looked up): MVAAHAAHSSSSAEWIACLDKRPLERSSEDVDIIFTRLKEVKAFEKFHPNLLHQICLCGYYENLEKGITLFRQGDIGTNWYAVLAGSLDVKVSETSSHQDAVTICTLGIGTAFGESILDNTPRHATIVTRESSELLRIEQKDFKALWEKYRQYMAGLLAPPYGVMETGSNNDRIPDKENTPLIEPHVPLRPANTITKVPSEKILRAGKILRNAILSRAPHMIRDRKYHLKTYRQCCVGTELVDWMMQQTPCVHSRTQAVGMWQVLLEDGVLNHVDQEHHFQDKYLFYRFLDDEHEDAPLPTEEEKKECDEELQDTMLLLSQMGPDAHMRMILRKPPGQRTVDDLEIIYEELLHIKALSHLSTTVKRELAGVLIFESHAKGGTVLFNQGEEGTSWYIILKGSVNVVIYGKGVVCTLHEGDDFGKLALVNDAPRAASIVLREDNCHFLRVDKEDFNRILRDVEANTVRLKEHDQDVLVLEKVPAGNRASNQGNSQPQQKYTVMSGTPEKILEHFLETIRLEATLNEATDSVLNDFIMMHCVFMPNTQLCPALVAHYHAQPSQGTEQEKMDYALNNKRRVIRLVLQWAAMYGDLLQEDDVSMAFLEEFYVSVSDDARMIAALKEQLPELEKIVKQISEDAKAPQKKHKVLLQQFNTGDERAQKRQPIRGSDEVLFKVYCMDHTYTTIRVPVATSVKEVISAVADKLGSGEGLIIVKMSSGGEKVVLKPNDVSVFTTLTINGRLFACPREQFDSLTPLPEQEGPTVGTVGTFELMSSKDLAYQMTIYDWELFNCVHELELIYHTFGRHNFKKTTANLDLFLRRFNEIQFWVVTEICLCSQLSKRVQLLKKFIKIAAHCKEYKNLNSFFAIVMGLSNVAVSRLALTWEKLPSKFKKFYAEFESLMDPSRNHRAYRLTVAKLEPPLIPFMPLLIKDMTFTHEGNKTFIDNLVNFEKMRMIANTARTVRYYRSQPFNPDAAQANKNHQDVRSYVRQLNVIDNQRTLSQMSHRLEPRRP
MmCpn inh: Inhibitors of TCP-1 ring complex (TRiC) of Methanococcus maripaludis (MmCpn): qHTS. Chaperonin Mm-Cpn (Methanococcus maripaludis). purified Mm-Cpn ATPase, ADP Transcreener TR-FRET. Potency, µM (highest dose often 76.9 µM), for inactives: at the highest dose activity, negative = inhibition, actives largely listed as inhibitors. actives 0.031% (n = 330,000); note: potency is the fitted concentration of half-maximal effect; % is set by controls: 0 for no effect and ±100 for the full control effect; nearly all actives have a fitted effect of over 80% in size
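Measured: ADP formation by purified Mm-CPN. Conditions: 25 nM protein, 10 uM ATP, Tris pH 7.4 with Mg2+, K+ and DTT, 37°C for 30 min. Detection: Transcreener HTRF after 30 min at room temperature.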
Akt phos inh: HTS Assay for Inhibitors of Akt Phophorylation: Primary Screen. Neuro2A IGF-stimulated pAkt S473 HTRF, 20 min; stronger effect = lower value. activity change, % for hits at 50 µM. actives 0.32% (n = 360,000). AID 651550, 2012; in the data active = activity change below about -80%; inconclusive = mostly about -51% to -80%; note: % is set by controls: 0 for no effect and ±100 for the full control effect
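Neuro2A cells in DMEM with 0.5% FBS, overnight at 37 deg C, given compound at single 50 µM final, then IGF (6 nM final) for 20 min at 37 deg C. Lysed; phospho-Akt Ser473 by HTRF after 24 h, 665/615 ratio.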
EPAC2 agonist: qHTS for Agonist of cAMP-regulated guanine nucleotide exchange factor 4 (EPAC2): primary screen | EPAC2 activation, biochemical qHTS; response scale: 100% = 6.5 mM cAMP response | actives 0.079% (n = 360,000) | Rap guanine nucleotide exchange factor 4 (Homo sapiens), Q8WZA2 | Potency, µM (doses to about 154 µM), without a hit: at the highest dose activation, usual class: activators; note: potency is the fitted concentration of half-maximal effect; nearly all actives have a fitted effect of over 50% in size
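Compounds were titrated in qHTS against a Rap1B-BODIPY-GDP (250 nM) complex with EPAC2 (100 nM) and GDP (50 uM). BODIPY-GDP release tracked at 480/540 nm over 30 min at room temperature, normalized to 6.5 mM cAMP.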
CCT modulator: High-Throughput Screening for Modulators of Cytosolic Chaperonin Activity. purified chaperonin ATPase assay, HTRF ADP detection, 30 min. activity change, % (test concentration not listed), hits read low. AID 651819, 2012. actives 0.3% (n = 360,000); in the data active = activity change below about -30%; note: % is set by controls: 0 for no effect and ±100 for the full control effect
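We incubate TRiC, 40 or 20 nM final, with library compounds at 76 uM and 10 uM ATP for 30 min at 37 °C. ADP formed is detected with Transcreener HTRF reagents after 30 min at room temperature.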
Active calls of the source: *; i = inactive; ? = inconclusive; · = not tested or not shown; [ ] = dose if it differs, or a comment. Unless noted, calls come from the whole dose curve; as a rule, active = well fitted curve in the direction sought with a large enough effect; inconclusive = small, poorly fitted or top-dose-only effect, or another doubt; inactive = no such curve, though single readings can be large; an effect the other way counts as inactive or inconclusive. These rows are one share of the data (hit frequency here may not be typical).

no.	Structure	TGFb inhibitor	EPAC2 agonist	Nrf2 activator	EPAC2 antag	CCT modulator	A549 viability	Nrf2 block	Akt phos inh	MmCpn inh
1	Fc1ccccc1Nc1nc(NCc2ccco2)nc(N2CCOCC2)n1	3%	17%	15%	-9%	1.3	13%	3%	i	-5%
2	O=C(c1ccc(Cn2c(=S)[nH]c3cc4c(cc3c2=O)OCO4)cc1)N1CCN(c2ccccc2)CC1	11%	10%	-0.5%	-5%	-2.5	-1%	?	i	-8%
3	CC(C)C1C(=O)Nc2ccc(S(=O)(=O)NCc3ccc(Cl)cc3)cc21 (configuration not stated)	-9%	·	-0.7%	·	·	2%	21µM*	·	·
4	Cc1ccc2cc(CCNC(=O)CCCc3ccccc3)c(=O)[nH]c2c1C	9%	3%	-0.1%	9%	-0.5	-5%	3%	i	-1%
5	NC(=O)[C@@H]1CCCNc2c(F)cc([N+](=O)[O-])cc2C(=O)N[C@@H](CO)C(=O)N[C@@H](Cc2ccc(O)cc2)C(=O)N1	-16%	7%	-0.7%	4%	-29	-17%	-5%	i	-1%
6	COc1cc(Cl)c(C)cc1NC(=O)c1ccc(CN2C(=O)CCn3nc(C)cc32)cc1	-4%	·	1.1%	·	·	3%	?	·	·
7	CCS(=O)(=O)N1CC(=O)N(c2ccc(Cl)cc2)C(C)(C(=O)NC2CCCCC2)C1 (configuration not stated)	0%	·	0.3%	·	·	12%	?	·	·
8	CC(CN1CCCCC1)OC(=O)c1ccccc1F (configuration not stated)	3%	3%	-0.7%	7%	-0.3	3%	3%	i	-1%
9	COc1ccc(C(=O)N2CCC(C(=O)N3CCN(c4ccccc4)CC3)CC2)cc1	4%	-6%	-0.1%	8%	0.5	-9%	-3%	i	·
10	Cc1ccc2c(c1)COc1c3ccc(C(=O)N4CCOCC4)cc3nn1-2	3%	3%	4.1%	1%	-1.4	0%	?	i	-1%
11	CCOC(=O)N1CCN(S(=O)(=O)c2ccc3c(c2)NC(=O)CO3)CC1	5%	2%	0.0%	13%	-0.6	-15%	-18%	i	·
12	CCC(=O)N(Cc1ccco1)C1CC(=O)N(c2ccccc2)C1=O (configuration not stated)	0%	8%	-0.4%	-6%	-0.2	7%	?	i	2%
13	CC1CCCCN1C(=O)C(Cc1ccccc1)N1C(=O)C2CCCCC2C1=O (configuration not stated)	3%	0%	-0.6%	5%	-1.1	-1%	1%	i	1%
14	CCCCc1cc2c(cn1)=C(OC(=O)c1cnc3ccccc3n1)C(C)(OC(=O)CC)C(=O)C=2 (configuration not stated)	1%	-1%	0.4%	10%	-2.0	1%	0%	i	1%
15	COc1cc2ccccc2cc1C(=O)N1CCN(C)CC1	-7%	8%	0.1%	-3%	-3.3	5%	13%	i	-3%
16	CCCOC1OC(=O)c2c1ccc(OC)c2OC (configuration not stated)	12%	2%	-0.5%	16%	-0.7	6%	3%	i	0%
17	O=C(NCCc1c[nH]c2ccccc12)C(=O)NCC1OCCCN1S(=O)(=O)c1cc(F)ccc1F (configuration not stated)	-11%	17%	4.6%	5%	-2.1	9%	-12%	i	3%
18	CSc1cc(-c2ccc(Cl)cc2)[nH]c(=O)c1C#N	-5%	-3%	-1.3%	1%[57.1 µM]	0.6	-3%	?	i	-7%
19	COc1ccc(OCC(O)Cn2c(Nc3cccc(C)c3)nc3c2c(=O)n(C)c(=O)n3C)cc1 (configuration not stated)	17%	-4%	0.2%	5%	-4.1	-7%	-16%	i	-3%
20	COc1cccc(-c2cnc3c(NC=O)cc(-c4ccc(OC)cc4OC)cn23)c1	4.5µM*	12%	3.8%	-4%	-35*	·	·	i	·
21	O=C(Cc1ccc(-n2c(=O)c3ccccc3n(CC(=O)Nc3ccc(F)cc3F)c2=O)cc1)NCc1ccco1	18%	-2%	3.1%	-5%	0.1	-6%	14%	i	-3%
22	Cc1nn(-c2ccccc2)c(C)c1-c1ccccc1O	-13%	3%	2.4%	-7%	-0.1	6%	-3%	i	1%
23	O=C(NNC(=O)C1C2C=CC(C2)C1C(=O)O)c1ccccc1 (configuration not stated)	4%	6%	3.8%	4%	0.3	-5%	?	i	-1%
24	CC(Sc1nncn1C)C(=O)Nc1ccc(Cl)cn1 (configuration not stated)	-1%	4%	-0.5%	12%	-0.2	-2%	5%	i	1%
25	O=C(Nc1ncccn1)c1cc(-c2ccc(F)cc2)nc2ccccc12	-1%	5%	0.6%	-3%	-0.8	4%	8%	i	-3%
26	C=CCn1c(C2CCCCC2)n[nH]c1=S	12%	13%	-0.1%	4%	-1.4	2%	-11%	i	0%
27	CCOC(=O)C1(CC2CC2)CCN(Cc2ccc(OC)cc2F)CC1	-13%	3%	-0.3%	-10%	-0.5	-7%	-25%	i	-2%
28	Cc1ccc(OCc2n[nH]c(=S)n2-c2ccc(Br)cc2)cc1	-25%	10%	0.4%	-5%	-2.1	1%	-10%	i	?
29	Cn1c(=O)[nH]c(=O)c2c1nc(Br)n2CCC(=O)c1ccccc1	-9%	-5%	11%	-3%	0.0	0%	-5%	i	-5%
30	CC1CC2=C(C(=O)O1)C(c1ccc(Cl)cc1)Nc1ccccc1N2 (configuration not stated)	3%	5%	0.6%	?	-2.3	0%	?	i	-1%

Laid out differently: entries from further up.
23) O=C(NNC(=O)C1C2C=CC(C2)C1C(=O)O)c1ccccc1 (configuration not stated)
  TGFb inhibitor = 4%
  EPAC2 agonist = 6%
  Nrf2 activator = 3.8%
  EPAC2 antag = 4%
  CCT modulator = 0.3
  A549 viability = -5%
  Nrf2 block = ?
  Akt phos inh = i
  MmCpn inh = -1%
24) CC(Sc1nncn1C)C(=O)Nc1ccc(Cl)cn1 (configuration not stated)
  TGFb inhibitor = -1%
  EPAC2 agonist = 4%
  Nrf2 activator = -0.5%
  EPAC2 antag = 12%
  CCT modulator = -0.2
  A549 viability = -2%
  Nrf2 block = 5%
  Akt phos inh = i
  MmCpn inh = 1%

Other results follow.
no.	Structure	TGFb inhibitor	EPAC2 agonist	Nrf2 activator	EPAC2 antag	CCT modulator	A549 viability	Nrf2 block	Akt phos inh	MmCpn inh
31	CCOC(=O)c1c(NC(=S)NC(C)=O)sc(C)c1C	-9%	-1%	0.4%	12%	-0.8	14%	14%	i	-2%
32	Oc1ccc(Cc2ncc(C(F)(F)F)cc2Cl)cc1	?	-2%	0.3%	?	-1.1	16%	2%	i	0%
33	Cc1ccn(C(C)CC(=O)N2CCc3ccccc32)n1 (configuration not stated)	0%	2%	0.4%	1%	-0.7	-2%	-19%	·	0%
34	CNC(=O)/C=C1\NC(C)(C)Cc2c1ccc1ccccc21	4%	6%	7.5%	-3%	-1.2	13%	·	i	?
35	Cn1ccnc1C(=O)c1ccc(N)cc1	0%	-2%	-0.6%	-3%	1.1	0%	2%	i	-2%
36	CN(CC(=O)Nc1ccc(F)c(F)c1F)C1CCCCC1	2%	4%	0.0%	0%	-2.8	-1%	1%	i	0%
37	CCN(Cc1cnn(C)c1)C(=O)c1cc(COc2ccc(F)cc2F)on1	-21%	3%	2.5%	-9%	-0.8	-6%	3%	i	0%
38	CC1(C)C2C/C(=N\O)C(C)(/[N+]([O-])=C/c3cccc([N+](=O)[O-])c3)CC21 (configuration not stated)	-2%	-2%	?	0%	-5.0	2%	4%	i	0%
39	COc1ccc(CCNC(=O)CN2CCOc3ccccc32)cc1OC	8%	5%	3.6%	-3%	0.4	-13%	-4%	i	-1%
40	CC(C)c1ccc(/C=N/NC(=O)CN(c2cccc(Cl)c2Cl)S(C)(=O)=O)cc1	?	-6%	4.5%	-24%	-1.6	?	·	i	1%
41	O=C1S/C(=C\c2ccc(N3CCOCC3)o2)C(=O)N1Cc1c(F)cccc1Cl	17%	14%	0.1%	16%	1.8	-2%	-8%	i	-2%
42	Cc1ccc(NC(=O)CC2CS(=O)(=O)CC2CC(=O)Nc2ccc(C)c(C)c2)cc1C (configuration not stated)	0%	-5%	0.3%	1%	0.1	4%	-1%	-121%*	-2%
43	Cc1ccc(S(=O)(=O)N/N=C/c2ccccc2O)cc1[N+](=O)[O-]	0%	0%	-0.3%	3%	-7.0	0%	-15%	i	1%
44	O=C(CSc1ncnc2c1oc1ccccc12)Nc1cccc(C(F)(F)F)c1	?	-4%	4.3%	-4%	1.1	-3%	?	i	-6%
45	CN(C)/C=N/c1nc2nccc(-c3ccccn3)n2n1	-4%	0%	2.6%	7%	0.2	-2%	3%	i	-7%
46	Cc1ccc(N(CC(=O)Nc2ccc(F)cc2)S(=O)(=O)N2CCCC2)cc1	2%	4%	0.3%	-2%	-1.4	-3%	-15%	i	·
47	O=C(CSc1ncccn1)NC(=O)Cc1ccccc1	-7%	-5%	-0.1%	20%	1.5	0%	17%	i	2%
